# 14-3-3 Bad inh: disrupts binding of bovine 14-3-3 zeta to phospho-Bad peptide | P63103 | 220,000 compounds, 0.71% hits | inhibition, % at 21.7 µM | TR-FRET 14-3-3zeta/Dy647-pBad peptide displacement, 1 h;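 active means inhibition above about 70%, limit read from the data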;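 further: 0% = full 14-3-3 plus peptide FRET controls and 100% = background without 14-3-3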
# Target sequence (P63103 whole entry, looked up): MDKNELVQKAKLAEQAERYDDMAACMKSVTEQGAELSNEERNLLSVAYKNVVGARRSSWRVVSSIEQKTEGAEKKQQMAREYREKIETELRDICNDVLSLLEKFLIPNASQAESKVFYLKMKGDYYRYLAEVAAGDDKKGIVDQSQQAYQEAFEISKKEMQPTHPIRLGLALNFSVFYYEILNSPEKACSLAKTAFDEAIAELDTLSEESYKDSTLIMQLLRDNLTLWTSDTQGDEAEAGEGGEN
# EBV gp42 block: blocks Epstein-Barr virus glycoprotein 42 binding | Fluorescence polarization binding assay, mP read-out | AID 1085 | inhibition, % (tested at 21.74 µM) | 220,000 compounds, 0.42% hits; in the data active means inhibition above about 50%
# Target sequence (Q1HVG2 whole entry, looked up): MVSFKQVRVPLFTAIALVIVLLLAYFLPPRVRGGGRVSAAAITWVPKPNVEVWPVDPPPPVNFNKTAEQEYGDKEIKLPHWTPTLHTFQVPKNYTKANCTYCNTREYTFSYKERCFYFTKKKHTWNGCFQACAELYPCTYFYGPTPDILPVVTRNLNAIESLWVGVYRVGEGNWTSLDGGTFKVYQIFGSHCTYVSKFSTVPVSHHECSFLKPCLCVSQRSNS
# Runt-SMMHC FRET: inhibitors of human RUNX1 Runt domain binding to CBFb-SMMHC; Q01196+Q13951; Cerulean-Runt/Venus-CBFb-SMMHC FRET ratio 530/480, 1 h; inhibition, % at 20 µM; 220,000 compounds, 0.74% hits;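 active means mean inhibition across duplicate retests at 20 µM reaching about 50%, limit read from the data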;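 further: 0% = DMSO wells and 100% = wells with excess untagged CBFb-SMMHC; inhibitors lower the FRET ratio by blocking Runt binding to CBFb-SMMHC; some results filed as inactive read as strong as hits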
# Runt-CBFb FRET: inhibitors of human RUNX1 Runt domain binding to CBFb. Cerulean-Runt/Venus-CBFb FRET ratio 530/480, 1 h. Q01196+Q13951. 220,000 compounds, 0.46% hits. AID 1496. inhibition, % at 20 µM;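 active means inhibition over about 50% at 20 µM in the single-dose screen, limit read from the data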;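 further: 0% = DMSO wells and 100% = excess unlabeled CBFb competitor control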
#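 Measured by: fluorescence energy transfer, 422 nm excitation, 530/480 nm emission; Assay system: Cerulean-Runt domain; Medium: Tris pH 7.5 buffer with BSA; Measure: loss of energy transfer signal; Controls: 5 µM unlabeled CBFb as full-inhibition high control; Incubation: protein complex preformed 1 h, compound exposure 1 h, room temperature, dark.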
# zVAD death inh: blocks zVAD induced death of L929 cells; viability rescue, % at 10 µM; L929 zVAD necroptosis rescue, ATP luminescence, 24 h; with zVAD 60 µM; 220,000 compounds, 0.38% hits;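 active means activation, scaled between plate controls, above about 75%, limit read from the data; inactive means activation under that limit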;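 further: 0% = zVAD with DMSO and 100% = DMSO alone without zVAD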
# Hck-Nef inh: blocks Nef-activated human Hck kinase | P08631 | Recombinant Hck-YEEI plus Nef, Z-Lyte FRET kinase assay | inhibition, % at 20 µM | 220,000 compounds, 0.68% hits | AID 463187;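 active means Hck-Nef kinase inhibition above about 50%, limit read from the data; inactive means inhibition below that limit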;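 further: 0% = DMSO with Hck plus Nef and 100% = Hck alone without Nef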
# MDM2 E3 inh: inhibitors of human Mdm2 E3 ubiquitin ligase; 210,000 compounds, 0.11% hits; signal enhancement, % at 5 µM; Q00987; cell-based MDM2 ubiquitination luciferase reporter, 2 h; 0 = plate control, 100 = twice control, blank-subtracted;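 active means signal enhancement of 30% or more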;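 further: luminescence tracks abundance of the self-degrading MDM2-luciferase fusion protein; higher signal means inhibition of MDM2 E3 ligase activity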
#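 System: stable MDM2–luciferase fusion reporter cells / Input: 2000 cells seeded into each well / Schedule: 4 h settle plus 2 h compound, 37 °C / Compound: single-point 5 µM / Buffer or medium: cells held in DMEM / Benchmarks: control and blank well means / Evaluation: percent signal gain over controls, blank-subtracted / Measured by: luciferase luminescence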
# p47phox inh: p47phox (human) inhibition. inhibition, % at 24.7 µM. p47phox/p22phox peptide binding, fluorescence polarization, 2 h. AID 1274. P14598. 220,000 compounds, 0.53% hits;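 active means inhibition above about 30%, limit read from the data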;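 further: 0% = p47phox with labelled peptide and 100% = labelled peptide alone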
# Target sequence (P14598 whole entry, looked up): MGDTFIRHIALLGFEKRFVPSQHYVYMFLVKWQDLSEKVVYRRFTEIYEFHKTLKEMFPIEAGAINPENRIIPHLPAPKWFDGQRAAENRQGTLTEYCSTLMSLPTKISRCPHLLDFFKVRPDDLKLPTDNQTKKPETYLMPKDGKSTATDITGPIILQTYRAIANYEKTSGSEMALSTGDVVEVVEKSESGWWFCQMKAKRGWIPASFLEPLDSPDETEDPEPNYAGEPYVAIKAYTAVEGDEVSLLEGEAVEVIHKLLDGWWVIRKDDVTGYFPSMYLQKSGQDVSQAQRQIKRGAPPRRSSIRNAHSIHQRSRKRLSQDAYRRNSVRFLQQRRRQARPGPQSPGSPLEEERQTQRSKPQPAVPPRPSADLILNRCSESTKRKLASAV
# Tb hexokinase: blocks Trypanosoma brucei hexokinase 1 activity; recombinant TbHK1, G6PDH-coupled NADH A340; inhibition, % at 10 µM; 220,000 compounds, 0.11% hits;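 active means inhibition of 50% or more in the single-dose primary screen; inactive means inhibition below 50%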
# Active calls of the source: *; x = not tested or not shown; [ ] = dose if it differs, or a comment.
SMILES,14-3-3 Bad inh,EBV gp42 block,Runt-SMMHC FRET,Runt-CBFb FRET,zVAD death inh,Hck-Nef inh,MDM2 E3 inh,p47phox inh,Tb hexokinase
O=C(c1cc([N+](=O)[O-])ccc1N1CCCCC1)N1CCCCC1,8,-12,-13,-5,0.5,1,-4,5,-5
COc1ccc(C2C(C#N)=C(N)OC3=C2C(=O)CC(C)(C)C3)cc1OC (configuration not stated),-4,-2,-2,1,0.3,17,-9,2,-5
O=C1CC(c2cccc(Cl)c2)Cc2nc(N3CCN(c4ccccc4)CC3)ncc21 (configuration not stated),-19[fluorescence artefact?],-12,0,3,-0.1,0,11,1,-6
Cc1nn(C)c(Cl)c1/C=N/OC(=O)c1ccccc1,-3,3,-2,1,-0.7,-3,-7,-16,-1
CCN1CCN(c2ccc(NC(=O)c3ccc(C#N)cc3F)cc2Cl)CC1,-21,-16,-4,1,35,18,-5,1,2
Cc1nccc2[nH]c(=O)c(C(=O)NC3CCCCC3C)cc12 (configuration not stated),-1,-13,-3,-1,2.2,0,-6,-10,-16
Cc1nc2cc(C(=O)OCC(=O)N(CC(C)C)C3CCS(=O)(=O)C3)ccc2n1-c1ccccc1 (configuration not stated),-5[fluorescence artefact?],-8,-3,-1,1.1,4,-14,-10,-4
CCn1c(SC)nnc1-c1c[nH]c2ccccc12,-2,-5,-3,1,3.5,3,-8,-1,-9
CCOc1cc(C(=S)N2CCOCC2)ccc1OC(=O)/C=C/c1ccc(OC)c(OC)c1,-9,0,-4,-6,0.6,2,-3,-9,-1
COc1ccc(/C=C/C(=O)NC(=S)Nc2ccc(N3CCN(C(C)=O)CC3)cc2)cc1,10,-12,4,-2,-2.1,25,x,-8,-27

# Sorted by length of the SMILES (smallest number first): part of the list above.
SMILES,14-3-3 Bad inh,EBV gp42 block,Runt-SMMHC FRET,Runt-CBFb FRET,zVAD death inh,Hck-Nef inh,MDM2 E3 inh,p47phox inh,Tb hexokinase
CCn1c(SC)nnc1-c1c[nH]c2ccccc12,-2,-5,-3,1,3.5,3,-8,-1,-9
O=C(c1cc([N+](=O)[O-])ccc1N1CCCCC1)N1CCCCC1,8,-12,-13,-5,0.5,1,-4,5,-5
COc1ccc(C2C(C#N)=C(N)OC3=C2C(=O)CC(C)(C)C3)cc1OC (configuration not stated),-4,-2,-2,1,0.3,17,-9,2,-5
COc1ccc(/C=C/C(=O)NC(=S)Nc2ccc(N3CCN(C(C)=O)CC3)cc2)cc1,10,-12,4,-2,-2.1,25,x,-8,-27
Cc1nc2cc(C(=O)OCC(=O)N(CC(C)C)C3CCS(=O)(=O)C3)ccc2n1-c1ccccc1 (configuration not stated),-5[fluorescence artefact?],-8,-3,-1,1.1,4,-14,-10,-4

# New compounds follow:
SMILES,14-3-3 Bad inh,EBV gp42 block,Runt-SMMHC FRET,Runt-CBFb FRET,zVAD death inh,Hck-Nef inh,MDM2 E3 inh,p47phox inh,Tb hexokinase
O=C(c1cc(Cl)c(=O)n(Cc2ccc(Cl)cc2)c1)N1CCOCC1,12,-6,-2,0,-0.1,2,-8,-5,-7
Cc1c(Br)c([N+](=O)[O-])nn1CC(=O)NCCc1c[nH]c2ccccc12,0,-4,-39,2,1.1,-3,-11,2,-7
N#CC(C(=O)c1ccco1)c1ccccn1 (configuration not stated),-2,0,-35,5,81*,13,-14,-6,-15
Cc1ccc(S(=O)(=O)N2CCOCC2)cc1C(=O)OCC(=O)NC1CCS(=O)(=O)C1 (configuration not stated),5,10,2,1,-0.1,4,1,3,4
COc1cc(/C=N/NC(=O)c2ccc(Cl)c(S(N)(=O)=O)c2)ccc1OCC(N)=O,-11,-6,-1,0,0.6,19,5,-5,-48
CCOc1ccc(NC(=O)N2CCC(c3nc4ccccc4[nH]3)CC2)cc1,-6,-5,-5,0,0.5,-9,-14,-13,-3
CCCC(=O)Nc1ccc(NC(=O)c2ccco2)c(OC)c1,3,0,3,2,0.6,1,-4,7,-8
CCOc1ccc2oc(C(=O)OC(C(=O)NC(N)=O)C(C)C)c(C)c2c1 (configuration not stated),6,-5,1,1,1.0,8,-13,-10,3
O=C(CCCOc1ccccc1)NCCc1ccccc1,-10,-13,2,-1,3.4,4,3,-7,-2
Cc1ccc(NC(=O)C(=O)NNC(=O)c2ccccc2C)cc1Cl,-8,-1,0,-1,0.6,-1,-12,-9,-7
COC(=O)/C(=C/Nc1ccccc1)[N+](=O)[O-],-8[fluorescence artefact?],0,0,0,-0.1,7,-2,-1,-24
CCCCCCOC(=O)C[N+](C)(C)CCOC1CC2CCC1(C)C2(C)C (configuration not stated),0,-21,-4,0,-0.4,2,-33,-4,16
CCOC(=O)c1cc(-c2cc3ccccc3o2)nc2c1c(=O)[nH]c(=O)n2CCOC,14,20,65,-12,0.1,9,-4,-11,-31
O=[N+]([O-])c1cc(S(=O)(=O)N2CCCC2)ccc1NCCc1ccccc1,-8[fluorescence artefact?],-24,-5,-2,1.4,6,1,-5,34
COC(=O)c1ccc(S(N)(=O)=O)o1,2[fluorescence artefact?],-13,2,0,0.5,0,-3,-20,18
CCOC(=O)NC1(NCc2ccccc2)Oc2ccccc2O1,-4,-10,25,32,0.4,4,-2,-8,3
Nc1c(Cl)cc(Cl)cc1C(=O)OCC(=O)N1CCCC1,-1,8,3,4,-0.2,12,-13,-4,-13
O=C(O)C1CCCCC1C(=O)Nc1ccc(Cl)cc1Cl (configuration not stated),20,-4,4,1,-0.1,3,-19,-6,8
COC(=O)/C(=C\C(=O)c1ccccc1)Nc1ccc(OC)cc1,4,-2,5,-2,-0.1,15,-1,-2,-17
O=c1[nH]c2ccccc2[n+]([O-])c1-c1ccccc1,-4,8,2,3,0.6,27,-9,-2,-4
CCOC(=O)CC1COCCN1Cc1cn(C)nc1-c1ccccc1F (configuration not stated),-8,3,0,1,5.9,24,-2,2,4
NC(=O)C1CCN(c2nnnn2-c2ccccc2)CC1,10,-16,-2,-1,0.0,-10,-10,-7,-4
Cc1nc2ccccc2n1C1CCN(C(=O)Nc2ccccc2)CC1,-10,-4,2,0,-0.2,22,-6,2,-6
CC(=O)Nc1ccc(CN2CCN(Cc3ccc(F)c(F)c3)C(CCO)C2)cc1 (configuration not stated),-6,-9,-1,-1,0.7,2,-17,-2,-1
COc1cc2c(cc1OC)CN(C(=O)NS(=O)(=O)c1ccc(C)cc1)CC2,-1,-3,2,0,0.4,1,-10,3,3
Nc1nc(-c2cc(Cl)cc(Cl)c2OC(F)F)cs1,14,-2,2,0,0.9,19,-17,-5,6
NC(=O)c1ccccc1OCC(=O)NS(=O)(=O)c1ccc(Cl)cc1,18,-15,2,0,0.9,4,-3,-6,-10
CCCCn1c(-c2csc(C(C)C)c2)n[nH]c1=S,-7,-4,7,6,0.3,7,8,-9,7
COc1ncnc2sc3c(c12)CCCC3,-4[fluorescence artefact?],-24,2,3,2.1,6,-11,-11,1
CN(C)c1cccc(C(=O)NCc2ccccc2Cl)c1,5,-5,-3,-1,-0.3,8,-16,-9,6
CC1CCCCC1NC(=O)C1CCN(S(=O)(=O)c2cccc3nsnc23)CC1 (configuration not stated),3[fluorescence artefact?],-13,-1,3,-0.1,-2,0,-7,-7
O=C(Oc1cccc2c(O)cccc12)c1ccccc1,-5,11,-2,10,1.3,1,-3,-13,4
COc1ccc(Cl)cc1NC(=O)CN(C)CC(=O)Nc1ccccc1-c1ccccc1,-5,-5,-4,-4,-0.4,-9,-12,-7,-2
O=C(c1ccncc1)N1N=C2CCCCCC2C1(O)C(F)(F)F (configuration not stated),-22,-1,2,-1,4.1,25,0,-8,1
CC(C)CNC(=O)CCc1c[nH]c2ccccc12,0[fluorescence artefact?],6,-9,-2,0.0,0,-36,-7,2
Cc1cnccc1CN(C)Cc1cn(C)nc1-c1cccc(Cl)c1,0,2,-1,-2,-0.6,22,-6,-6,3
O=C(NC(=S)NC1CCCc2ccccc21)c1ccco1 (configuration not stated),-7,6,-3,0,-1.1,3,-19,-10,3
CC(O)C1CCC2C3CC[C@H]4CC(O)CCC4(C)C3CC3(OCCO3)C12C (some centres not stated),-20,9,-3,-3,-0.5,-20,-68,-5,5
O=C(/C=C/c1ccc(OCCCF)cc1)NCc1ccc(Cl)cc1,8,-7,2,-1,2.6,1,-21,2,1
Cc1ccc(S(=O)(=O)/N=C/c2ccc(N(C)C)cc2)cc1,-16,-46,-8,-1,0.4,11,-9,-3,25
CC(C)CC(NC(N)=O)C(=O)OCC(=O)Nc1ccc(OC(F)F)cc1 (configuration not stated),-12,-4,1,2,2.0,18,-11,-3,-2
COc1ccc(C(=O)/C=C/c2cn(CC(O)CN3CCN(C)CC3)c3ccccc23)cc1OC (configuration not stated),1,-91,-32,-132,-0.3,-7,-11,-28,-8
Cc1cnc2cc([N+](=O)[O-])ccc2n1,-3[fluorescence artefact?],-4,1,-2,0.3,5,12,-8,-5
COc1ccc(C2CC(c3ccccc3)=NN2C(=O)COC(=O)COc2ccccc2)cc1 (configuration not stated),-6,-20,0,-2,-0.5,-11,x,-14,4
O=C1Nc2ccccc2S/C1=C/NCc1ccccc1Cl,-6,2,26,59*,3.4,29,-7,0,-6
O=C(c1ccccc1)C1CN(c2ccccc2)CC1c1ccc(Cl)cc1 (configuration not stated),-5,1,0,2,-0.1,0,-17,-7,-2
Cc1ccc2nc(SCc3nnc(-c4ccccc4)o3)[nH]c2c1,4,-7,1,0,0.0,-1,-9,-15,-2
Cc1nn(-c2ccccc2)c(C)c1NC(=O)CCl,-1,5,-3,1,-0.5,3,x,-48,-1
Cc1nc(NC(=O)CSc2nc3cccnc3n2Cc2ccccc2)sc1C,27[fluorescence artefact?],-6,4,6,0.9,6,-15,-4,-8
Cc1ccc(/C(N)=N/OC(=O)Cc2ccccc2)cc1,-5,5,3,-4,0.0,3,-8,-4,1

# Continuation:
SMILES,14-3-3 Bad inh,EBV gp42 block,Runt-SMMHC FRET,Runt-CBFb FRET,zVAD death inh,Hck-Nef inh,MDM2 E3 inh,p47phox inh,Tb hexokinase
COC(=O)c1c(NC(=O)COC(=O)c2ccc(NC(=O)CC#N)cc2)sc2c1CCCCC2,13,3,-18,-2,0.1,113*,-11,-83,7
COc1ccc(CCNS(=O)(=O)c2ccc3c(c2)CCN3C(=O)C2CC2)cc1OC,14,5,1,0,-0.7,1,-3,-10,-7
O=C(Nc1nc(-c2ccc(Cl)s2)cs1)c1ccncc1,1,-1,-4,2,0.3,0,-20,-5,4
Cc1ccc(NC(=O)COC(=O)Cn2cnc3ccccc32)cc1S(=O)(=O)N(C)C,5,-12,2,-1,0.9,0,-6,-8,2
CCc1ccc(NC2CC(=O)N(CCc3ccc(OC)c(OC)c3)C2=O)cc1 (configuration not stated),-12,-6,4,-1,2.3,19,-8,-8,1
CC(C)(C)n1nnnc1C(c1cccnc1)N1CCN(c2ccccc2)CC1 (configuration not stated),29[fluorescence artefact?],-3,0,0,-0.3,1,-6,-1,-1
Cc1ccccc1NC(=O)CSc1nnc(-c2ccoc2C)n1CCc1ccccc1,13,-13,1,1,-0.2,1,-77,-10,8
Cc1cccc(OCc2nnc(SCC(=O)Nc3ncc(C)s3)o2)c1,-10,-6,3,-1,1.6,-2,18,-15,-3

# Screening data from PubChem.
